TGFb inhibitor = inhibitors of TGF-b signaling. HepG2 CAGA-GFP TGF-b/SMAD3 reporter, GFP fluorescence, 18 h; TGF-beta stimulated, 500 pg/mL final. Potency, µM (highest dose often 46.1 µM), for the others: at the highest dose activity, negative = inhibition, hits mostly inhibitors. 410,000 compounds, 1.2% hits; further: on the % scale 0 is the no-effect control and ±100 the full control effect; nearly all actives have a fitted effect of over 65% in size
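HEPG2 CAGA-GFP, 1000 cells/well; 2 h settle, 37 C; cpd via pin tool; TGF-b 500 pg/mL final; 18 h, 37 C; GFP imaging ex488/em500-530; %Activity normalised to -TGF-b and +DMSO controls; CRC fit, curve class.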
S2 tox = viability counter-screen for ATXN expression inhibitors. S2 cells (HEK-293 line with an ATXN2-luciferase reporter) viability, CellTiter-Fluor protease fluorescence, 24 h. Potency, µM (series often up to 56.7 µM), most hits filed as cytotoxic. 400,000 compounds, 0.49% hits; further: nearly all actives have a fitted effect of over 40% in size
Nrf2 block = Nrf2 pathway inhibition; A549 ARE-Fluc reporter, luciferase luminescence, 18-24 h; Potency, µM (titrated, usually from 46 µM), inactives show at the highest dose activity change, negative = inhibition, actives largely listed as inhibitors; 360,000 compounds, 2.1% hits; further: on the % scale 0 is the no-effect control and ±100 the full control effect; nearly all actives have a fitted effect of over 60% in size
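Nrf2 activity is the BugLite luminescence, read 15 min after reagent at room temperature, following CellTiter-Fluor cytotoxicity readout (30 min, 37C). Compound titrations were applied for 18-24 h to 5000 A549 ARE_Fluc cells/well in 5% FBS OPTI-MEM.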
EPAC2 antagonist = blocks human EPAC2 exchange factor; Potency, µM (doses to about 114 µM), without a hit: at the top dose activity, negative = inhibition, hits mostly inhibitors; 360,000 compounds, 0.18% hits; AID 720708; EPAC2 GEF exchange of Rap1B-BODIPY-GDP, fluorescence; Q8WZA2; further: on the % scale 0 is the no-effect control and ±100 the full control effect; nearly all actives have a fitted effect of over 45% in size; many of its hits are not listed in these tables
Target sequence (Q8WZA2 whole entry, looked up): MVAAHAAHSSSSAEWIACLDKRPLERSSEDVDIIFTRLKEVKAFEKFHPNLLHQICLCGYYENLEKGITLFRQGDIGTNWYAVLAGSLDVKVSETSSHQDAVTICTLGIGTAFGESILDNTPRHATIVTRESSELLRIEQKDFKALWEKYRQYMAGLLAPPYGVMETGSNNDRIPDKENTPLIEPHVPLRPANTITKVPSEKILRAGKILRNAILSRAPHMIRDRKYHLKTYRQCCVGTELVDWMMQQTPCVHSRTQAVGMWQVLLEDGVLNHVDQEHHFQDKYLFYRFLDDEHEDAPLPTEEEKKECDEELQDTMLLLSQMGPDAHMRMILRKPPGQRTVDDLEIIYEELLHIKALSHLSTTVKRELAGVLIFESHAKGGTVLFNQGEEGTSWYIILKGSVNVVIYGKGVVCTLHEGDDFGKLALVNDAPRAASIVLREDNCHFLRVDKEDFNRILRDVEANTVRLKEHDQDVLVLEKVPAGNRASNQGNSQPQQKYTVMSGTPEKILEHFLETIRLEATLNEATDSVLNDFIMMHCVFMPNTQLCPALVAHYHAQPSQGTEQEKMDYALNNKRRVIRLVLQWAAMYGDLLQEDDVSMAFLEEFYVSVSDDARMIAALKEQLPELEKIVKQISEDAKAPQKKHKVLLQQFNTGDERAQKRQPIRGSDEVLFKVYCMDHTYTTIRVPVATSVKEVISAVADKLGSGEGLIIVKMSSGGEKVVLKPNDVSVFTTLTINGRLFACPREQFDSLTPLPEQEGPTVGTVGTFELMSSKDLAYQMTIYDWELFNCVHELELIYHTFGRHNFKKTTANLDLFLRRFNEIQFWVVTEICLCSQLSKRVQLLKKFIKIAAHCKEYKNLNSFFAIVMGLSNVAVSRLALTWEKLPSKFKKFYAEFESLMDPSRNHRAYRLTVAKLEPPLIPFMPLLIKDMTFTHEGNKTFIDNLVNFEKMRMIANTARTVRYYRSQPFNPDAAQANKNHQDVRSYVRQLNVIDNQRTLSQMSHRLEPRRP
A549 tox = kills or reduces viability of A549 cells in Nrf2 counter-screen; A549 ARE-Fluc cells, CellTiter-Fluor viability, 18-24 h; Potency, µM (series often up to 46 µM), for inactives: at the top dose activity change, negative = cytotoxicity, hits mostly inhibitors; 390,000 compounds, 0.16% hits; AID 504648; further: on the % scale 0 is the no-effect control and ±100 the full control effect
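Cytotoxicity counterscreen: CellTiter-Fluor fluorescence was measured in A549 ARE_Fluc cells after 18-24 h of compound exposure in a concentration series. The subsequent BugLite luminescent read reports ARE-luciferase activity.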
ATXN2 expr inh = inhibitors of ATXN2 expression. HEK-293 ATXN2-luciferase reporter, luminescence, 24 h. Potency, µM (highest dose often 57 µM), inactives show at the highest dose activity change, negative = inhibition, usual class: inhibitors. 360,000 compounds, 0.72% hits. AID 1745845; further: on the % scale 0 is the no-effect control and ±100 the full control effect; nearly all actives have a fitted effect of over 55% in size
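ATXN2-luciferase reporter cells (luciferase flanked by upstream and downstream ATXN2 gene portions) were treated 24 h at 37 °C with compounds at up to 57 uM. SteadyGlo luminescence gave expression; GF-AFC fluorescence gave viability.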
MCF10A rerep = DNA re-replication induction in MCF 10a cells | 350,000 compounds, 2.9% hits | Potency, µM (top dose mostly 46.1 µM), for inactives: at the highest dose activity, positive = re-replication, hits mostly activators | MCF 10A DNA re-replication, Hoechst nuclear intensity, 48 h; further: % of control where 0% means no effect; nearly all actives have a fitted effect of over 50% in size
Nrf2 activator = activates Nrf2 signaling. AREc32 ARE-luciferase reporter (MCF7-derived line), luminescence, 24 h. Potency, µM (series often up to 46.1 µM), for inactives: at the highest dose activation, most hits filed as activators. 410,000 compounds, 0.31% hits. AID 624171; further: % of control where 0% means no effect; nearly all actives have a fitted effect of over 65% in size
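AREc32_Fluc, 1000 cells/well, OPTI-MEM + 5% FBS, o/n 37 deg C 5% CO2; 23 nL cpd by pin tool, 24 hr; Steady-Glo 30 min RT, luminescence.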
HepG2 viability = HepG2 cytotoxicity, counter-screen for TGF-b inhibitors. Potency, µM (doses to about 46.1 µM), inactives show at the highest dose activity change, negative = cytotoxicity, actives largely listed as cytotoxic. 410,000 compounds, 0.76% hits. HepG2 CAGA-GFP viability, ATP luminescence, 18 h. AID 588856; further: some results filed as inactive show a strong effect at the top dose
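CellTiter-Glo luminescence gave cytotoxicity after 18 hours at 37 degrees C. The cells were HepG2 CAGA-GFP in 1% FBS DMEM, stimulated with 500 pg/mL TGF-beta after compound addition. %Activity was normalised to no-cell wells (complete cell-killing) and DMSO (no toxicity), and curves were fitted and classified.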
* = called active by the depositor; i = inactive; ? = inconclusive; nt = not tested or not shown; & = joins results of further samples; [ ] = remark or other dose. The call rests on the fitted dose curve; in most records, active means well fitted curve in the direction sought with a large enough effect; inconclusive means small, poorly fitted or top-dose-only effect, or another doubt; inactive means no such curve, though single readings can be large; an effect the other way counts as inactive or inconclusive. Potency means the concentration at half of the fitted maximal effect. This is a subset; rates above refer to the full screens.

SMILES | TGFb inhibitor | S2 tox | Nrf2 block | EPAC2 antagonist | A549 tox | ATXN2 expr inh | MCF10A rerep | Nrf2 activator | HepG2 viability
CC(=O)N1N=C(c2ccc(C)cc2)CC1c1ccc2c(c1)OCO2 (configuration not stated) | 9% | i | ? | -5% | -8% | 22% | 0% | 0.3% | 5%
O=C(NCc1ccccc1)c1ccc(C2SCC(=O)N2Cc2ccccc2)cc1 (configuration not stated) | -5% | i | -5% | 13%[57.1 µM] | -6% | 2% | -4% | 0.9% | 13%
CCC/C=C(\CCC)C(NC(=O)OCC(C)C)c1ccc(C(=O)OC)cc1 (configuration not stated) | -33% | i | -15% | 3% | -1% | -9% | -1% | 4.4% | -17%
COc1ccc(OC)c(NC(=O)CC(Cc2ccccc2OC)C(=O)O)c1 (configuration not stated) | 1% | i | nt | -8% | 14% | -7% | -21% | -0.9% | -3%
CCOc1ccc(C2/C(=C(\O)c3c(C)[nH]c(C(=O)OC)c3C)C(=O)C(=O)N2CCN(C)C)cc1 (configuration not stated) | -10% | i | nt | 6% | 8% | 2% | -2% | 0.0% | -4%
Cc1c(CN2CCC(C(=O)Nc3cccc(-c4cccc(Cl)c4)c3)CC2)cnn1C | ? | ? | -5% | -5% | -5% | nt | 7% | -4.6% | -95%
COc1ccc(NC(=O)c2sc3cc(C(F)(F)F)cnc3c2-c2cccs2)cc1 | 3% | i | nt | 0% | -1% | -15% | 8% | 0.1% | -2%
CCOC(=O)c1cc(-c2ccccc2)nc2c1c(C)nn2-c1ccccn1 | ? | i | nt | 3% | -14% | 10% | 7% | 3.2% | -37%
COc1cc(/C=N/Nc2nc(Nc3ccc(C)cc3)nc(-n3nc(C)cc3C)n2)cc(OC)c1OC | ? | i | ? | -5% | -17% | -17% | ? | 3.0% | -55%
CCOc1ccc(-c2csc3nc[nH]c(=O)c23)cc1 | -6% | i | 2% | -8% | 7% | 4% | -11% | 1.5%[9.22 µM] | -3%
OC(COc1ccc(Cl)cc1Cl)Cn1ccnc1 (configuration not stated) | -5% | i | -33% | 6% | -1% | 20% | 1% | 3.2% | -7%
Clc1nc(NCc2cccnc2)nc(N2CCOCC2)n1 | -20% | i | -9% | -4% | -1% | 4% | 7% | -0.3% | 1%
COc1ccc(-c2nnn(CC(=O)N(Cc3cccs3)C(C)C(=O)NCCC(C)C)n2)cc1OC (configuration not stated) | 13% | i | ? | 5% | -6% | -8% | 19% | 6.8% | -10%
Cc1cc(C)n(/N=C/c2ccccc2O)c(=O)c1 | 2% | i | 7% | 7% | -5% | 1% | -16% | 0.1% | 3%
Cc1ccnc(NC(=O)CNC(=O)c2ccccc2)c1 | -5% | i | 11% | 0% | -1% | 72%[activator] | -7% | 4.1% | 7%
Cc1cccc2cc(COC(=O)C(C)C)c(=O)[nH]c12 | 0% | i | -2% | -3% | -7% | -7% | 3% | -0.2% | 0%
COc1cc(NC(=O)Cn2c(C)cc(C)c(C#N)c2=O)cc(OC)c1 | -9% | nt | nt | nt | -5% | nt | nt | -0.3% | -37%
COC(=O)c1c(C)n(-c2ccc(OC)cc2)c2ccc(O)cc12 | -2% | i | nt | -8% | -15% | 1% | ? | -0.6% | -18%
COc1cc(CCc2ccccc2)c(C(=O)O)c(O)c1C/C=C(/C)CCC=C(C)C | 13µM* | i | ? | ? | -3% | 0% | ? | -0.6% | 14µM*
CC(C)OC(=O)c1cccc(C(=O)Oc2ccc(Br)cc2)n1 | 1% | i | -1% | 6% | 0% | 0% | -1% | -0.2% | 4%
CCc1cc(C(=O)Nc2cc(S(=O)(=O)N3CCCCC3)ccc2N2CCN(C)CC2)sc1C | ? | ? | nt | -9% | nt | nt | nt | -4.1% | -71%
C#CCN(C(=O)CC1C(=O)NCCN1C/C=C/c1ccccc1)C1CCCCC1 (configuration not stated) | -21% | i | -5% | 5% | -2% | -15% | 2% | -0.6% | -5%
O=C(NCc1cccnc1)c1ccc(-c2ccc(F)c(F)c2)c2ccoc12 | -1% | i | nt | 3% | nt | ? | nt | -0.7% | -25%
Cc1cc(C(=O)OC(C)C(=O)NC2CCCCC2C)c2ccccc2n1 (configuration not stated) | 3% | ? | nt | 17% | nt | nt | nt | -2.6% | 0%
CC(C)c1ccc(Nc2nc(Cl)nc(Cl)n2)cc1 | -3% | i | 0% | 3% | -1% | nt | -2% | 0.1% | -1%

Part of the list above, reformatted:
compound	TGFb inhibitor	S2 tox	Nrf2 block	EPAC2 antagonist	A549 tox	ATXN2 expr inh	MCF10A rerep	Nrf2 activator	HepG2 viability
CC(C)OC(=O)c1cccc(C(=O)Oc2ccc(Br)cc2)n1	1%	i	-1%	6%	0%	0%	-1%	-0.2%	4%
CC(=O)N1N=C(c2ccc(C)cc2)CC1c1ccc2c(c1)OCO2 (configuration not stated)	9%	i	?	-5%	-8%	22%	0%	0.3%	5%
Cc1cccc2cc(COC(=O)C(C)C)c(=O)[nH]c12	0%	i	-2%	-3%	-7%	-7%	3%	-0.2%	0%
COc1cc(CCc2ccccc2)c(C(=O)O)c(O)c1C/C=C(/C)CCC=C(C)C	13µM*	i	?	?	-3%	0%	?	-0.6%	14µM*
Cc1cc(C(=O)OC(C)C(=O)NC2CCCCC2C)c2ccccc2n1 (configuration not stated)	3%	?	nt	17%	nt	nt	nt	-2.6%	0%

Carrying on.
SMILES | TGFb inhibitor | S2 tox | Nrf2 block | EPAC2 antagonist | A549 tox | ATXN2 expr inh | MCF10A rerep | Nrf2 activator | HepG2 viability
CN1CCN(C(=O)c2ccccc2N(Cc2ccccc2)S(=O)(=O)c2ccccc2)CC1 | 11% | i | 0% | -5% | 2% | -15% | 13% | 2.7% | -13%
Cc1ccc(NS(=O)(=O)c2cc(C(N)=O)ccc2C)cc1 | ? | i | -24% | 5% | 1% | 8% | -6% | -0.7% | -2%
COC(=O)c1c(C)[nH]c(C)c1C(=O)c1ccccc1Cc1ccccc1 | 26%&-18% | i | -21% | -19% | -3% | 6% | 12% | 3.1% | -24%&-30%
COCCNC(=O)c1ccc2c(c1)nc(C)n2-c1cccc(Cl)c1 | -17% | i | 3% | 0% | 1% | 8% | 5% | 0.3% | -4%
COc1cc(-c2nc(C(=O)NCC3CCCO3)cc3c2[nH]c2ccccc23)cc(OC)c1OC (configuration not stated) | 25% | ? | ? | -14% | -14% | ? | ? | 4.2% | -7%
O=C(Nc1ccc(OCc2ccccc2)cc1)Nc1nnc([C@H]2C[C@H](O)[C@@H](CO)O2)s1 | -9% | i | nt | -2% | nt | 0% | nt | 0.2% | -9%
O=C(C(Sc1ccccc1)c1ccccc1)N1CCN(c2ccccc2)CC1 (configuration not stated) | -27% | i | ? | ? | -16% | -8% | 9% | 3.2% | 15%
CCOC(=O)C1=NOC(CNC(=O)c2ccccc2Cl)C1 (configuration not stated) | 5% | i | 0% | -1% | 3% | 1% | -14% | 2.0%[9.22 µM] | 1%
CCOc1ccc(C(=O)C(C)OC(=O)c2nc(Cl)ccc2Cl)cc1 (configuration not stated) | 0% | i | 2% | -1% | 3% | 2% | 1% | -0.3% | 1%
Cc1[nH]nc(N=Cc2c(O)n(C)c(=O)n(C)c2=O)c1-c1ccccc1 | -17% | i | 11% | 4% | -6% | 2% | -1% | -0.7% | -18%
C[C@H]1CN([C@@H](C)CO)C(=O)CCCn2cc(nn2)CO[C@@H]1CN(C)S(=O)(=O)c1ccc(-c2ccccc2)cc1 | 6% | i | nt | -6% | nt | -4% | nt | 0.1% | -27%
CCc1ccc(NC(=O)CSc2nnc(Cn3c(=O)sc4ccccc43)n2C)cc1 | 14% | i | -4% | -19% | 0% | -10% | -13% | 0.3% | -1%
CCOC(=O)C1(Cc2cccc(OC)c2)CCN(Cc2ccccc2OC)CC1 | -1% | i | 1% | -1% | 1% | -35% | 6% | -0.6% | -12%
O=C(Nc1ccccc1N1CCCC1)C1CCCO1 (configuration not stated) | 2% | i | -5% | -2% | -1% | -13% | 1% | 2.1% | -4%
COc1ccc(NC(=O)c2ccco2)cc1NC(=O)c1cc(OC)c(OC)c(OC)c1 | ? | i | -10% | nt | -22% | -10% | nt | 17% | -10%
Cc1ccc(OCC(=O)O/N=C(\N)c2ccccn2)cc1 | 7% | i | ? | 0% | -13% | 36% | 4% | -0.4% | -14%
O=C(COC(=O)C1CCCCC1C(=O)N1CCc2ccccc21)NCc1ccco1 (configuration not stated) | -22% | i | 5% | 8% | -4% | 1% | 6% | 3.2% | 7%
CCOC(=O)C1(CC2CCCCO2)CCN(Cc2c(C)cc(C)cc2-n2cccn2)CC1 (configuration not stated) | 20% | ? | 23% | 2% | -2% | -26% | 9% | -0.3% | -13%
COc1cc(C(=O)NCC(=O)OCC(=O)Nc2ncc(Cl)cc2Cl)cc(OC)c1OC | 22% | i | 0% | -1% | 0% | -14% | 2% | 0.4% | 0%
Cc1ccc2[nH]c3c(=O)n(CC(=O)N4CC(C)CC(C)C4)ncc3c2c1 (configuration not stated) | 11% | i | 4% | 8% | 1% | 5% | 2% | -0.5% | 0%
Cc1cc(C)n2c(SCC(=O)NC3CCCC(C)C3C)nnc2n1 (configuration not stated) | 0% | i | -8% | 6% | 9% | 7% | ? | -0.7% | -15%
CCOC(=O)c1c(NC(=O)c2ccccc2C(=O)O)sc2c1CCCC2 | 1% | ? | -16% | 1% | -3% | -5% | 14% | 0.2% | -4%
Cc1nc2ccccc2nc1NS(=O)(=O)c1ccc(N)cc1 | -9% | i | -3% | 0% | -11% | 2% | 5% | -0.2% | 4%
C=C(C)c1cccc(C(C)(C)NC(=O)Nn2cnnc2)c1 | -13% | i | 6% | -2% | 3% | 3% | ? | -0.1% | -6%
CCN(CC)/C(=N\S(=O)(=O)c1ccc(F)cc1)c1ccccc1 | -1% | i | -12% | 7% | 1% | 3% | -6% | -1.5% | -31%
CC1=C(C(=O)OCCc2ccccc2)C(c2ccsc2)NC(=O)N1C (configuration not stated) | -22% | i | ? | -9% | 1% | 8% | 0% | -0.7% | -28%
COC(=O)c1c(C)cc(C)n2c1nc1ccccc12 | -13% | i | nt | -3% | 5% | -6% | ? | -0.4% | -6%
